High-throughput results: PubChem BioAssay, National Center for Advancing Translational Sciences (NCATS)
GAA inhib: qHTS Assay for Inhibitors of Human alpha-Glucosidase as a Potential Chaperone Treatment of Pompe Disease; purified human GAA, 4-MU-alpha-glucoside fluorescence; Potency, µM (titrated, usually from 76.9 µM), for inactives: top-dose activity change, negative = inhibition, most hits filed as inhibitors; 200,000 tested, 0.005% active; Lysosomal alpha-glucosidase (Homo sapiens), P10253;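 further: plate controls were uninhibited enzyme wells for no effect and no-enzyme background for full effect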
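Compounds are titrated up to 77 uM against 4 nM human enzyme. Substrate 4-methylumbelliferyl-alpha-D-pyranoside (400 uM) reacts 20 min at room temperature in pH 5.0 buffer; liberated 4-methylumbelliferone is read at 440 nm.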
GAA glycogen: qHTS Assay for Inhibitors and Activators of Human alpha-Glucosidase Cleavage of Glycogen; Lysosomal alpha-glucosidase (Homo sapiens), P10253; recombinant GAA, glycogen substrate, Amplex Red glucose oxidase fluorescence; Potency, µM (top dose mostly 76.4 µM), inactives show at the highest dose activity change, negative = inhibition, hits mostly inhibitors; 300,000 tested, 0.38% active;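 further: 0% = full enzyme reaction and -100% = no-enzyme basal signal; the screen sought inhibitors and activators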
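Recombinant enzyme (4 nM final) with compounds titrated up to 77 uM and bovine liver glycogen (30 ug) in citrate pH 5.0, 0.01% Tween-20, 37 C 40 min. Released glucose detected by Amplex Red/glucose oxidase (Ex 573/Em 610); AC50 from Hill fits.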
JMJD2E inh: qHTS Assay for Inhibitors of Human Jumonji Domain Containing 2E (JMJD2E). Lysine-specific demethylase 4E (Homo sapiens), B2RXH2. JMJD2E catalytic domain, FDH-coupled NADH fluorescence (FDH is formaldehyde dehydrogenase). Potency, µM (highest dose often 57.1 µM), for the others: at the highest dose activity change, negative = inhibition, hits mostly inhibitors. 230,000 tested, 1.6% active; active means well fitted inhibition curve with a large enough effect, not every such curve was filed as active; inconclusive means small, poorly fitted or top-dose-only effect, or another doubt; inactive means no such curve, though single readings can be large or run the other way;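 further: 0% = wells with enzyme and -100% = buffer wells without enzyme; nearly all actives have a fitted effect of over 50% in size; many of its hits are not listed in these tables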
GoLoco inh red: qHTS Assay for Inhibitors of RGS12 GoLoco Motif Activity (Red Fluorophore); Guanine nucleotide-binding protein G(i) subunit alpha-1 (Homo sapiens), P63096; Gai1:RGS12 GoLoco peptide FP, rhodamine, 10 min; Potency, µM (highest dose often 61.6 µM), inactives show top-dose activity, negative = inhibition, actives largely listed as inhibitors; 230,000 tested, 0.44% active; AID 880, 2007; active means well fitted inhibition curve with a large enough effect, not every such curve was filed as active; inactive means no such curve, though single readings can be large or run the other way; further: on the % scale 0 is the no-effect control and ±100 the full control effect; nearly all actives have a fitted effect of over 30% in size; many of its hits are not listed in these tables
Target sequence (P63096 whole entry, looked up): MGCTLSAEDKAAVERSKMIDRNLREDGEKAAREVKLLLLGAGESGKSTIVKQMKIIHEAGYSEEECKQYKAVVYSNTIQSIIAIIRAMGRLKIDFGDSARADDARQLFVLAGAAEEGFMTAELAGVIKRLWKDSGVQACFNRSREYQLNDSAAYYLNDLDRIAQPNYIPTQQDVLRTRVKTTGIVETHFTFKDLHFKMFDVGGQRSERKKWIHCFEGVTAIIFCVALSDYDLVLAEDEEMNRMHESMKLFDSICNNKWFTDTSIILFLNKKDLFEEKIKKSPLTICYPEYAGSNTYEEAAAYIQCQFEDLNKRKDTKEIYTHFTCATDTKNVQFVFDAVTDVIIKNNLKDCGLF
ALDH1A1 block: qHTS Assay for Inhibitors of Aldehyde Dehydrogenase 1 (ALDH1A1); Potency, µM (doses to about 75.3 µM), inactives show top-dose activity, negative = inhibition, hits mostly inhibitors; AID 1030, 2008; Purified ALDH1A1, NADH fluorescence, propionaldehyde substrate; 220,000 tested, 7.3% active; active means well fitted inhibition curve with a large enough effect, not every such curve was filed as active; inconclusive means small, poorly fitted or top-dose-only effect, or another doubt; inactive means no such curve, though single readings can be large or run the other way;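 further: plate controls were no enzyme wells and a reference inhibitor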
Target sequence (P00352 whole entry, looked up): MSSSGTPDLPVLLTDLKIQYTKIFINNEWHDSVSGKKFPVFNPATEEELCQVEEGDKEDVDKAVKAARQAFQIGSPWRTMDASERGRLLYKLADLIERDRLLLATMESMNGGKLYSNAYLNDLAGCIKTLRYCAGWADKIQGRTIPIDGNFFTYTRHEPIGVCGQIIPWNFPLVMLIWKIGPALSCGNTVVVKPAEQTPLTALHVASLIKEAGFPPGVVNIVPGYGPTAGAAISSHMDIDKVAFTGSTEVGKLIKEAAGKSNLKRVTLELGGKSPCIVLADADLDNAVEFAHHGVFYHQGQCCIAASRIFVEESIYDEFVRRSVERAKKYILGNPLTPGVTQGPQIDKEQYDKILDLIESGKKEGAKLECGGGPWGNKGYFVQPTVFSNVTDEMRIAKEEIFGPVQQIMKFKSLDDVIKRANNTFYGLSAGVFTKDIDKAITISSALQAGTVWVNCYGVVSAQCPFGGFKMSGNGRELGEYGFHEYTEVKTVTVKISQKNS
GLA spleen mod: qHTS Assay for Inhibitors and Activators of Human alpha-Galactosidase From Spleen Homogenate. Alpha-galactosidase A (Homo sapiens), P06280. human spleen homogenate, 4MU-alpha-Gal fluorescence, 40 min. Potency, µM (highest dose often 80 µM), for the others: at the top dose activity change, negative = inhibition, most hits filed as inhibitors. 240,000 tested, 0.008% active;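 further: 0% = enzyme with vehicle and -100% = no enzyme basal signal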
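qHTS titration in buffer at pH 5.0. Alpha-galactosidase activity in spleen homogenate was measured via 4-methylumbelliferone release from 1 mM fluorogenic substrate after 40 min at 37C and a pH 10 stop. AC50 came from Hill fits of control-normalized data.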
GAA spleen mod: qHTS Assay for Inhibitors and Activators of Human alpha-Glucosidase From Spleen Homogenate; Lysosomal alpha-glucosidase (Homo sapiens), P10253; human spleen homogenate, 4-MU-alpha-glucoside fluorescence; Potency, µM (series often up to 79.9 µM), without a hit: at the top dose activity change, negative = inhibition, actives largely listed as inhibitors; 240,000 tested, 0.006% active;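 further: 0% = enzyme with vehicle and -100% = no enzyme basal signal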
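Compounds were titrated against alpha-glucosidase in spleen homogenate at pH 5.0, with 1 mM 4-methylumbelliferyl substrate for 40 min at 37 C. Reactions were quenched with pH 10 NaOH/glycine and fluorescence measured.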
SMN2 splice enh: qHTS Assay for Enhancers of SMN2 Splice Variant Expression; AID 1458, 2008; HEK293 SMN2-luciferase splicing reporter, luminescence, 30-36 h; Potency, µM (top dose mostly 46.1 µM), for the others: at the highest dose activity change, positive = activation, most hits filed as activators; 210,000 tested, 2.8% active; further: % of control where 0% means no effect; nearly all actives have a fitted effect of over 55% in size
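HEK293 cells carry an SMN2 […]–luciferase reporter in which exon 7 inclusion puts luciferase in frame. Cells were plated 10-12 h before compound addition, then incubated 30-36 h at 37C. ONE-Glo luminescence was read; sodium butyrate at 4.5 mM final served as control.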
Numbers without * were called inactive; ? = inconclusive; / = not tested or not shown; [ ] = dose if it differs, or a comment. Unless noted, the call rests on the fitted dose curve; in most records, active means well fitted curve in the direction sought with a large enough effect; inconclusive means small, poorly fitted or top-dose-only effect, or another doubt; inactive means no such curve, though single readings can be large; an effect the other way counts as inactive or inconclusive. Potency means the concentration at half of the fitted maximal effect. Some of the compounds tested. The share of hits here may be higher or lower than overall.

Molecule | SMN2 splice enh | ALDH1A1 block | JMJD2E inh | GAA inhib | GAA glycogen | GoLoco inh red | GAA spleen mod | GLA spleen mod
COc1cc(C(=S)N2CCOCC2)ccc1OC(=O)Cc1ccc(F)cc1 | 4% | 12% | 4% | 2% | -3% | 5% | 4% | 13%
CCCCN(C(=O)c1cc(=O)[nH]c2ccccc12)c1c(N)n(CCC)c(=O)[nH]c1=O | / | 4% | -4% | 0% | 4% | 4% | 4% | 3%
CCN(CC)C(=O)/C(NC(=O)c1ccccc1)=C(/Sc1ncccn1)c1ccccc1 | 0% | ? | ? | 1% | -10% | -1% | 4% | 5%
CCCCCNC(=O)C(C)Sc1ccc(Cl)cc1 (stereo unspecified) | -3% | -1% | 14% | -1% | 0% | 10% | -18% | -5%
Cc1ccc(-c2oc3ccccc3c(=O)c2OCC(=O)O)cc1 | 13% | ? | ? | ? | -22% | 7% | -3% | -14%
Nc1nc2ccccc2n1CCOc1ccccc1Cl | -26% | 7% | 4% | 6% | 1% | 8% | 8% | 11%
O=C(CCN1C(=O)C2CCCCC2C1=O)Nc1nc(-c2ccc(F)c(F)c2)cs1 (stereo unspecified) | 29% | ? | -1% | -10% | 1% | -6% | -4% | -10%
CC(NC(N)=O)C12CC3CC(CC(C3)C1)C2 (stereo unspecified) | -3% | ? | 6% | -7% | -6% | 13% | -4% | -2%

Individual results from the entries so far:
O=C(CCN1C(=O)C2CCCCC2C1=O)Nc1nc(-c2ccc(F)c(F)c2)cs1 (stereo unspecified) – JMJD2E inh = -1%
Nc1nc2ccccc2n1CCOc1ccccc1Cl – JMJD2E inh = 4%

Next part:
Molecule | SMN2 splice enh | ALDH1A1 block | JMJD2E inh | GAA inhib | GAA glycogen | GoLoco inh red | GAA spleen mod | GLA spleen mod
Cc1cc(C)n(C(=O)c2ccc(Cl)c(F)c2F)n1 | -2% | 12% | -1% | 11% | -4% | 2% | 5% | 3%
CCCCCCNC(=O)CCCCCNS(=O)(=O)c1ccc(OC)cc1 | -18% | ? | 1% | -6% | 4% | 0% | -10% | -7%
CCSc1nnc(NC(=O)c2csc3c2CCCC3)s1 | -8% | ? | -9% | -6% | 6% | -4% | 1% | 4%
CC(=O)c1c(C)[nH]c(C(=O)Nc2ccc3c(c2)OCCO3)c1C | 5.6µM* | ? | -6% | 0% | ? | -5% | 2% | -1%
Cc1cccc(NC(=O)C2C(c3ccccc3)C2(Cl)Cl)c1 (stereo unspecified) | / | 25µM* | 4% | 4% | 9% | -1% | 9% | 4%
CC(C)C(c1nnnn1Cc1ccc2c(c1)OCO2)N1CCN(c2ccccc2)CC1 (stereo unspecified) | 7% | -5% | 9% | -2% | 9% | -2% | -6% | -8%
Cc1nnc(-c2cccc(C(F)(F)F)c2)nc1N1CCOCC1 | -13% | -3% | -3% | ? | 12% | 5% | -2% | -3%
CNC(=O)C1CC(=O)N(Cc2ccc(OC)c(OC)c2)C(=Nc2ccc(OC)cc2)S1 (stereo unspecified) | -3% | 6% | 6% | 8% | -1% | 6% | 0% | 0%
CCN(C(=S)Nc1cc(S(=O)(=O)N2CCOCC2)ccc1Cl)c1cccc2ccccc12 | 5% | ? | -3% | 13% | -3% | 1% | -4% | 8%
N#C/C(=C/c1ccc(N2CCCCCC2)o1)c1ccc(Cl)cc1 | 1% | 7.9µM* | -28% | -2% | -8% | 79%[activator] | -1% | 4%
CCOc1cc(CN2CCSCC2)ccc1O | 12% | ? | ? | -7% | -17% | -2% | 5% | 4%
CCC(=O)OCC(=O)[C@@]1(OC(=O)CC)[C@H](C)C[C@@H]2[C@H]3CCC4=CC(=O)C=C[C@]4(C)[C@]3(Cl)[C@@H](O)C[C@@]21C | -7%[20.6 µM] | -14%[20.9 µM] | -1%[25.5 µM] | / | / | -2%[21.6 µM] | 2%[29.1 µM] | 2%[29.1 µM]
CC(=O)Oc1c(C(=O)c2nnc(C)o2)c(=O)n(Cc2ccccc2)c2ccccc12 | -9% | ? | ? | 1% | 1% | 5% | 5% | 1%
Cc1nnc(SCC(=O)N2CCN(S(=O)(=O)c3ccccc3)CC2)[nH]c1=O | 4% | ? | 2% | ? | -14% | 7% | -9% | 4%
Cc1ccc(-c2nc(CSCC(=O)NCCCN3CCOCC3)c(C)o2)cc1 | 11% | 1% | ? | -19% | 3% | -2% | 1% | 6%
CCCS(=O)(=O)N1CCCC(C(=O)NCC(OC)OC)C1 (stereo unspecified) | -37%[inhibitor] | -7% | 11% | 6% | 7% | -5% | -1% | 4%

Two entries from above, with values under each structure:
Values run as follows: SMN2 splice enh | ALDH1A1 block | JMJD2E inh | GAA inhib | GAA glycogen | GoLoco inh red | GAA spleen mod | GLA spleen mod
Cc1ccc(-c2nc(CSCC(=O)NCCCN3CCOCC3)c(C)o2)cc1
→ 11% | 1% | ? | -19% | 3% | -2% | 1% | 6%
CCCS(=O)(=O)N1CCCC(C(=O)NCC(OC)OC)C1 (stereo unspecified)
→ -37%[inhibitor] | -7% | 11% | 6% | 7% | -5% | -1% | 4%

Remaining list, next part
Molecule | SMN2 splice enh | ALDH1A1 block | JMJD2E inh | GAA inhib | GAA glycogen | GoLoco inh red | GAA spleen mod | GLA spleen mod
CN(C)/C=C(\C#N)C(=O)N/N=C/c1ccc(Cl)cc1 | 30% | ? | -15% | 4% | -3% | 2% | 7% | 9%
CCC(C)NCCOc1cc(C)cc(C)c1C (stereo unspecified) | 3% | ? | -1% | -1% | 5% | -14% | -1% | 6%
C=CCOc1ccccc1/C=c1\sc2nc(=O)c(C)nn2c1=O | 4% | 22µM* | 2% | 2% | -7% | 22% | -8% | -21%
COC(=O)C1CCN(C(=O)Cc2ccc(OC)c(OC)c2)CC1 | -8% | -2% | -3% | 2% | -7% | -9% | 1% | -1%
Cc1nc2ccccc2c2oc(C(=O)NCC3COc4ccccc4O3)cc12 (stereo unspecified) | -51%[inhibitor] | 0% | -12% | -5% | -6% | 10% | 0% | 3%
COC(=O)C1=C(C)NC2=C(C(=O)CCC2)C1c1cn(Cc2ccc(Cl)cc2Cl)nc1-c1ccccc1 (stereo unspecified) | -1% | ? | ? | ? | -15% | -6% | -2% | 12%
Cn1c(CSCc2ccc(Cl)c(Cl)c2)nnc1SCC(=O)Nc1nccs1 | 7% | 8% | 4% | 1% | 1% | -2% | -2% | -6%
O=C1CC(C(=O)N2CCOCC2)C2(CCCCC2)O1 (stereo unspecified) | 19% | 2% | 6% | -7% | 4% | 4% | 1% | 4%
COc1ccc(Cn2c(=O)c3[nH]cnc3n(-c3ccc(C)cc3)c2=O)cc1 | / | / | ? | / | -15% | -6% | 5% | -8%
O=C(Nc1ccc(F)cc1)c1ccc(COc2ccccc2)cc1 | 8% | 3% | 1% | 0% | 7% | -4% | -2% | 1%
CCn1c(OC)nc2c1c(=O)n(C)c(=O)n2C | / | 11% | 0% | 1% | -5% | 37%[activator] | -1% | 6%
Nc1nonc1NN=C1CCCCC1 | / | / | 3% | / | ? | 2% | 0% | 1%
COc1ccc(C(=O)C2CCCN(C(=O)c3noc4c3CCCC4)C2)cc1F (stereo unspecified) | / | 3.5µM* | 6% | / | -8% | 2% | -4% | 4%
Clc1ccccc1-c1nnc(-c2ccccc2Cl)o1 | 13µM* | -9% | -3% | 1% | 2% | 9% | -10% | -8%
CCN(CC)C(=O)c1ccc(COc2ccccc2Cl)cc1 | -40% | ? | 2% | -5% | 8% | -4% | -2% | -3%
Cc1ccc(Cn2nc(-c3ccccc3)nc2-c2ccccc2)cc1 | ? | -11% | -1% | 7% | -7% | -1% | 5% | 11%
CCCCCc1nnc(NC(=O)CS(=O)(=O)Cc2ccccc2)s1 | -5% | -11% | 10% | 3% | -15% | 6% | -16% | -6%
O=C(NCCCN1CCOCC1)c1ccc(-c2ccc(Cl)cc2)o1 | -44%[inhibitor] | ? | -7% | 16% | 4% | 20% | -3% | -2%
O=C(NCc1ccco1)C(Cc1ccccc1)N1C(=O)c2ccccc2C1=O (stereo unspecified) | 35% | -2% | 3% | 10% | -2% | -5% | -9% | -6%
COC(=O)N1C2=C(c3ccccc3[C@@H]1CC(=O)Nc1ccc(Br)cc1)[C@@H]1C(=O)N(c3ccccc3)C(=O)[C@@H]1[C@H](C)C2 | -4%[9.22 µM] | ? | -1%[11.4 µM] | / | / | 6%[14.2 µM] | 2%[17.4 µM] | -3%[17.5 µM]
c1ccc(-c2nnc3sc(CN4CCC5(CC4)OCCO5)cn23)cc1 | -19% | 12% | 9% | 0% | 1% | 0% | 3% | 1%
O=C(CN(Cc1ccccc1F)S(=O)(=O)c1ccc(Cl)cc1)NCCC1=CCCCC1 | -18% | -1% | 4% | -1% | 1% | 6% | -1% | -8%
COc1ccc(S(=O)(=O)N2CCCCC2)cc1Br | -11% | 3% | 2% | 1% | 8% | 8% | 4% | 6%
CC(Sc1nc2ccccc2s1)C(=O)Nc1ccc2c(c1)OCO2 (stereo unspecified) | 4% | ? | 5% | -3% | -7% | 13% | 5% | 1%
CCOc1ccccc1NC(=O)Nc1ccccn1 | / | / | 0% | / | 6% | 5% | 2% | 4%

An excerpt of these results, as labelled records.
> Cc1nnc(-c2cccc(C(F)(F)F)c2)nc1N1CCOCC1
  SMN2 splice enh: -13%	ALDH1A1 block: -3%	JMJD2E inh: -3%	GAA inhib: ?	GAA glycogen: 12%	GoLoco inh red: 5%	GAA spleen mod: -2%	GLA spleen mod: -3%
> CNC(=O)C1CC(=O)N(Cc2ccc(OC)c(OC)c2)C(=Nc2ccc(OC)cc2)S1 (stereo unspecified)
  SMN2 splice enh: -3%	ALDH1A1 block: 6%	JMJD2E inh: 6%	GAA inhib: 8%	GAA glycogen: -1%	GoLoco inh red: 6%	GAA spleen mod: 0%	GLA spleen mod: 0%
